Bioassay records deposited in PubChem BioAssay by several laboratories.
HTR5A inv ctr – counter-screen for OPRM1-OPRD1 inverse agonists: human HTR5A inverse agonism; P47898; HTR5A cell line, luminescence; inhibition, % at 9.3 µM; 340,000 tested, 0.083% active; AID 504634; in the data active means inhibition mostly above about 23%, no sharp cut-off; inactive means mostly below about 18%;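 further: 0% = cells with DMSO and 100% = no-cell wells with DMSO; some compounds called inactive have numbers as strong as hits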
Target sequence (P47898 whole entry, looked up): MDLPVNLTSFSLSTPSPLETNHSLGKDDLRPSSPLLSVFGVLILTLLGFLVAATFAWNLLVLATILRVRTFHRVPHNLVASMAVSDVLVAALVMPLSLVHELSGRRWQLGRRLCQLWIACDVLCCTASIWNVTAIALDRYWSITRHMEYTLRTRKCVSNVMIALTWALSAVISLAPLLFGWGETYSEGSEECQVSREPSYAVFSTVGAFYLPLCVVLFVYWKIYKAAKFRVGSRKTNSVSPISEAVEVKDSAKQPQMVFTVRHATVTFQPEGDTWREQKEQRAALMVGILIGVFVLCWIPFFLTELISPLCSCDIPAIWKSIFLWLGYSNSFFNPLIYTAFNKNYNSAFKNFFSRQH
PKA-R1A activ – PKA-R1A complex activation; P00514+P68181; PKA-R1A dissociation, Cy5-IP20 fluorescence polarization; scaled: DMSO 0%, 113 µM cGMP 100%; activation, % at 11.4 µM; 340,000 tested, 0.083% active; AID 504707;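 active means percent activation above the mean of all tested compounds plus 3 SD, cut at about 19% in these data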;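 further: higher means more PKAc released from R1A so a rise in polarization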
AddAB inh – less growth of phage-infected E. coli with AddAB; 330,000 tested, 0.29% active; E. coli expressing H. pylori AddAB, absorbance growth; AID 435030; inhibition, % at 11.9 µM; in the data active means inhibition above about 12%;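 further: 0% = vehicle wells of infected cells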
PfHsp90 yeast 2 – reduces growth (ATP signal) of yeast expressing P. falciparum Hsp90. S. cerevisiae expressing PfHsp90, BacTiter-Glo ATP, 48 h; yeast lacking PDR1 and PDR3 efflux regulators. inhibition, % at 9.4 µM. 310,000 tested, 0.32% active;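 active means every replicate shows inhibition above about 80%, whatever the replicate mean, limit read from the data; inconclusive means mean inhibition reaches the set limit but some replicate falls short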;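 further: 0% = DMSO neutral controls and 100% = 20 µM radicicol positive controls; yeast relying on Plasmodium falciparum Hsp90 in place of its own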
phage Ecoli inh – E. coli growth loss with phage present | growth absorbance | inhibition, % at 11.9 µM | 360,000 tested, 0.26% active | AID 651602; in the data active means inhibition above about 11%
SUMO Mot1 rescue – inhibitors of SUMOylation pathway: yeast Mot1-301 growth rescue. S. cerevisiae Mot1-301 growth rescue, ATP luminescence, 38.5C; percent above DMSO median, 100 means doubled. growth rescue, % at 18.8 µM. 320,000 tested, 1% active. AID 2716;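 active means every valid replicate shows activation above 250% relative to neutral control wells; inactive means the rest, any valid replicate at or below 250%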;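 further: OY570 slx delta 5 strain wells were the positive control but not used for scaling; some compounds called inactive have numbers as strong as hits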
PKA-R2B act – activates the human PKA-R2B holoenzyme complex; 340,000 tested, 0.079% active; PKA-R2B holoenzyme dissociation, Cy5-IP20 fluorescence polarization; R2B truncated from residue 108, S112A mutant; 0% DMSO only, 100% 113 µM cGMP; activation, % at 11.4 µM; AID 504700;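 active means activation above a cutoff set at the mean over all compounds plus 3 SD, cut at about 18% in these data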;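 further: higher means more holoenzyme dissociation and a rise in polarization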
Target sequence (P31323 whole entry, looked up, other chains not shown, the tested form may be a part): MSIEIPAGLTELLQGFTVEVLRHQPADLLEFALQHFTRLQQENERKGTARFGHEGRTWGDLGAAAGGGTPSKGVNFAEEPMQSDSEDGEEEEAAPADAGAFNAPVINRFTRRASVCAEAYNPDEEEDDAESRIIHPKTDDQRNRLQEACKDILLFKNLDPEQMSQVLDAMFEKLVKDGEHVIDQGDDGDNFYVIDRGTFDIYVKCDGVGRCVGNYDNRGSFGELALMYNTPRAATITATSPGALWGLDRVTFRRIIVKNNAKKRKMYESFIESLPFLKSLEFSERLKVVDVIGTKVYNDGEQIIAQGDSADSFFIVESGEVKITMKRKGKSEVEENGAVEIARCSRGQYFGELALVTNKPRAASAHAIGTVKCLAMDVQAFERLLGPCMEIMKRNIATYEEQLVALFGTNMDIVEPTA
E coli growth – reduces bacterial viability in AddAB counter-screen | 330,000 tested, 0.27% active | inhibition, % at 11.9 µM | E. coli V3065 growth, OD600 absorbance, 18 h;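 active means inhibition above the campaign's mean inhibition across all tested compounds plus 3 SD, cut at about 9.9% in these data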;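 further: uninfected addAB+ strain grown without phage in ampicillin broth; 0% = DMSO wells and 100% = ciprofloxacin 0.95 µg/ml wells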
OPRM1-OPRD1 ag – OPRM1-OPRD1 heterodimerization agonism. 340,000 tested, 0.3% active. activation, % at 9.3 µM. cells, luminescence. P35372+P41143. AID 504326; in the data active means activation above about 18%;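 further: 0% = vehicle-treated cells and 100% = reference agonist; values of inactives mirror those of a sister screen read the other way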
OPRM1-OPRD1 inv – mu-delta opioid heterodimer inverse agonism; P35372+P41143; cell-based MOR-DOR heterodimer luminescence; inhibition, % at 9.3 µM; 340,000 tested, 0.21% active; AID 504357; in the data active means inhibition above about 22%, passing the limit was not always enough;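 further: 0% = cells with DMSO and 100% = wells without cells with DMSO; values of inactives mirror those of a sister screen read the other way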
Tat transport – inhibitors of E. coli Tat protein transport | E. coli MC4100 TorA-mCherry Tat export, fluorescence | inhibition, % at 10 µM | 340,000 tested, 0.036% active | AID 488895;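 active means mean replicate inhibition at least 50% and at least half of replicates individually reaching 50%; inconclusive means only one of the two criteria met; inactive means neither criterion met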;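 further: exported cargo escapes ClpAP degradation while cytoplasmic cargo is degraded and loses fluorescence; 0% = median of neutral control wells and 100% = median of NaSCN control wells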
* hit, by the source's call; i = inactive; u = inconclusive; x = no result given; & = joins results of further samples.

#	canonical_smiles	PKA-R1A activ	phage Ecoli inh	OPRM1-OPRD1 ag	OPRM1-OPRD1 inv	PKA-R2B act	HTR5A inv ctr	PfHsp90 yeast 2	AddAB inh	Tat transport	E coli growth	SUMO Mot1 rescue
1	O=C(Cc1cccs1)N1CCN(S(=O)(=O)c2ccc(Br)cc2)CC1	-3	0.4	-1.8	9	1	4	6	1.6	-2	-0.4	i
2	CCCCC1(Cc2ccc(OC)c([N+](=O)[O-])c2)C(=O)N(c2ccccc2)N(c2ccccc2)C1=O	-9	-0.2	0.3	-2	5	-2	9	-0.2	-9	-0.6	-17
3	O=C(CC(=O)c1ccccc1)Nc1ccc([N+](=O)[O-])cc1	-12	1.8	-3.4	17	-1	-10	-1	x	3	x	x
4	COc1nccnc1NS(=O)(=O)c1ccc(NC(=O)c2cccc(C)c2)cc1	0	2.9	-2.0	10	-1	2	21	2.5	-7	-1.0	-22
5	COc1ccc(NS(=O)(=O)c2ccc(N3CCCC3)c(NC(=S)Nc3ccc(SC(F)F)cc3)c2)cc1	-5	2.0	-0.4	2	3	-14	-3	0.9	1	-0.6	-3
6	CCc1ccc(S(=O)(=O)c2ccc(-n3nc(C)cc3N)cc2)cc1	2	2.1	-3.3	17	0	-25	-7	2.1	2	0.4	-3
7	CCN1CCN(c2cc(C)c3cc(NC(=O)c4ccncc4)ccc3n2)CC1	0	3.9	0.0	0	0	-41	15	-0.2	-4	0.7	-7
8	COc1ccc(C(C)=O)cc1COc1ccc([N+](=O)[O-])c(C)c1	6	3.0	-2.7	13	4	5	8	-0.7	-4	-1.6	-9
9	O=C(O)CCCN1C(=O)/C(=C/c2cn(-c3ccccc3)nc2-c2cccs2)SC1=S	-6	6.5	-1.2	8	0	2	-13	x	u	x	x
10	COc1cc2c(cc1OC)CN(C(=O)c1ccco1)CC2	-14	4.3	-2.0	11	-10	2	-9	0.6	-3	2.4	215
11	COC(=O)c1cc(S(=O)(=O)Nc2cc(OC)cc(OC)c2)c[nH]1	-12	3.5	-1.2	6	-3	4	3	4.7	-9	1.8	14
12	C=CCn1c(SCC(C)=O)nnc1-c1cc(-c2ccccc2)sc1N	-8	0.1	-2.2	10	2	-4	x	1.3	16	-1.6	8
13	CCc1ccc2oc(=O)cc(CN3CCCCC3)c2c1	0	1.5	-1.7	8	6	5	2	-3.5	5	-1.8	6
14	O=C(CSc1nnc(CN2CCOCC2)n1-c1ccc(Cl)cc1)N1CCc2ccccc21	1	-1.0	-3.0	15	-1	-8	5	0.6	-1	-2.5	1
15	COc1ccccc1O	-8	3.9	-1.7	9	-9	-11	30	-1.8	-1	-1.5	-4
16	COc1cccc(NC(=O)[C@H](CC(C)C)NC(=O)[C@@H]2Cc3ccccc3CN2)c1	0	2.5	-2.1	10	-5	-8	-5	1.9	-3	1.9	-11
17	COc1cc(OC)c(OC)cc1CN1CCN(Cc2ccco2)CC1	7	3.2	-1.7	8	2	-10	3	2.6	-4	0.3	1
18	Cc1cccc(C(=O)NNC2=CC(=O)CC(C)(C)C2)c1O	-16	7.5	-2.2	12	-1	-9	20	4.0	8	5.3	-6
19	CC1CCc2[nH]c3ccc(C(=O)N(C)CC(=O)Nc4cccc(F)c4)cc3c2C1 (stereo not drawn)	-16	1.0	-1.7	10	-7	18	6	-0.3	4	0.4	44
20	Cc1ccc2nc(N/C(=N/S(=O)(=O)c3ccc(F)cc3)c3ccccc3)sc2c1	-3	3.5	2.2	-11	4	-32	14	3.3	-8	2.8	2
21	CC1(C(=O)NCCCN2CCOCC2)Oc2cccnc2NC1=O (stereo not drawn)	-3	3.0	-3.4	17	4	12	x	3.0	-8	0.0	-2
22	O=C(NC(=O)N1CCN(c2ccccc2F)CC1)c1ccccc1	-9	2.0	-0.6	3	0	1	-23	2.1	3	-0.3	-4
23	Fc1ccccc1/C=N/Nc1cc(N2CCCCC2)ncn1	0	2.0	6.1	-32	-1	-29	1	-2.6	-18	1.3	17
24	CCCCC1SC(N)=NC1=O (stereo not drawn)	-4	3.6	-0.2	1	-4	6	27	x	2	x	x
25	O=C(N/N=C/c1ccc(O)c(O)c1)NC12CC3CC(CC(C3)C1)C2	-8	4.0	0.0	0	2	2	12	1.1	4	0.5	10
26	CC(=O)N/C(=C\c1ccccc1)C(=O)OCC(=O)N(C)C1CCCCC1	1	4.2	-2.9	15	-4	20	2	0.2	-3	-0.4	78
27	CCC1(c2ccccc2)NC(=O)N(CC(=O)Nc2ccc(N3CCCC3)cc2C)C1=O (stereo not drawn)	3	0.4	-2.0	11	-7	-9	x	3.3	1	0.6	-15
28	O=C(Cn1cccc1)N1CCN(c2ccc(F)cc2)CC1	-9	2.9	-1.0	6	1	8	8	0.0	-13	1.7	-5
29	Cc1c(C(c2ccc(F)cc2)c2c(C)n(C)n(-c3ccccc3)c2=O)c(=O)n(-c2ccccc2)n1C	-5	-1.1	-2.6	12	14	-2	11	3.0	-4	0.5	24
30	Cc1ccccc1C(=O)Oc1ccccc1N1C(=O)C2CC=CCC2C1=O (stereo not drawn)	-5	2.7	2.0	-11	-6	7	-9	-0.3	1	1.2	89
31	O=S(=O)(c1ccc(NC(=S)NN=Cc2ccccc2O)cc1)N1CCCCC1	-2	4.9	2.2	-10	-4	-36	-11	x	3	x	x
32	CC(C)c1ncc(C(O)c2ccccc2)n1C (stereo not drawn)	-10	-1.1	-3.7	18	-4	-5	9	2.1	1	1.7	2
33	O=C(CN1C(=O)C2C3C=CC(C4CC34)C2C1=O)OCC(=O)c1ccccc1 (stereo not drawn)	9	1.6	-0.8	5	3	1	-8	4.0	9	0.9	7
34	c1ccc(-c2nc(-c3ccccn3)nc(-c3ccccn3)n2)nc1	-18	3.4	-0.6	3	-4	-26	-32	-0.2	1	-3.1	371
35	CC1(C(=O)Nc2nc3ccc(S(C)(=O)=O)cc3s2)CC1(Cl)Cl (stereo not drawn)	6	4.0	-3.1	16	7	-13	-1	-0.4	-4	-3.0	-5
36	CCn1c(CNc2ccc(C(=O)O)cc2)nc2ccccc21	-9	0.2	-1.2	7	-3	-7	-2	0.1	-1	3.9	-32
37	Cc1nn(-c2ccccc2)c2c1C1(C(=O)N(C(C)C)c3ccccc31)C(C#N)=C(N)O2 (stereo not drawn)	4	3.4	3.0	-14	-4	-1	-23	2.9	-7	-1.6	41
38	CCc1noc(C)c1C(=O)Nc1cc(S(=O)(=O)N(CC)CC)ccc1N1CCOCC1	1	1.8	-0.8	6	0	-21	x	-1.8	7	-2.0	-10
39	NC(=O)c1c(NC(=O)CSc2nnc(-c3ccco3)n2-c2ccccc2)sc2c1CCC2	-7	1.6	-2.4	15	-6	2	-2	-0.7	0	-3.1	5
40	CN1CCN(S(=O)(=O)c2ccc(NC(=O)c3csc4ccccc34)cc2)CC1	-3	x	-0.9	5	-4	-23	24	0.3	-5	-3.5	-12
41	COc1ccc2ccccc2c1CN1CCN(Cc2ccccc2)CC1	13	3.4	3.0	-17	10	-21	25	2.9	-4	1.4	105
42	CC(=O)Nc1ccccc1C(=O)N1CCN(Cc2ccc3c(c2)OCO3)CC1	0	-1.5	-1.6	8	1	-12	-9	2.9	-5	0.7	19
43	COC(=O)/C=c1/s/c(=C(\C#N)C(=O)NCc2ccco2)n(-c2ccccc2)c1=O	1	2.2	6.3	-37	7	-14	-34	0.4	3	2.6	-7
44	COc1ccc(CCNC(=O)CNS(=O)(=O)c2ccc(N(C)C)c([N+](=O)[O-])c2)cc1OC	-6	0.2	-4.6	21	-1	2	15	-0.1	-11	2.2	7
45	O=[N+]([O-])c1ccc(NN=Cc2ccco2)nc1	-12	-2.4	-2.5	12	-11	-7	8	x	10	x	x
46	COCCN(CC(=O)Nc1cccc(C)c1C)C(=O)c1oc2c(Cl)cccc2c1C	1	-0.2	-1.8	7	-6	-10	-5	-2.0	-1	0.7	-3
47	CCN(CC)C(=O)c1sc(NC(=O)Cc2ccc(OC)cc2)c(C#N)c1C	-14	4.9	-1.4	8	-2	-9	0	0.0	-8	2.4	-15
48	O=C(CN1C(=O)NC2(CCCCC2)C1=O)Nc1nc2c(F)cc(F)cc2s1	-15	0.6	1.2	-8	7	-5	x	0.2	-1	0.7	15
49	CC(C)OC(=O)c1c2c(n3ccccc13)C(=O)c1ccccc1C2=O	-5	1.8	7.1	-47	4	-4	-27	0.7	-1	-3.6	243
50	COc1ccccc1C(=O)NCCNc1ccc([N+](=O)[O-])cc1Cl	3	0.7	-3.4	17	-1	-9	32	-0.1	7	0.5	456*
51	CN(CCc1ccccn1)C(=O)CCC1CCCN(C(=O)c2ccsc2)C1 (stereo not drawn)	4	4.4	0.3	-2	8	-14	-9	-0.5	-4	-0.4	14
52	C=C(C)C(=O)Nc1cccc(C2=NOC3(C2)C[C@H](C(N)=O)N(C(=O)/C=C/C)C3)c1 (stereo partly drawn)	-3	-0.6	2.2	-13	-3	-40	1	-0.4	5	-1.9	-27
53	CCOc1cc(NC(=S)NCCCN2CCOCC2)c(OCC)cc1NC(=O)c1ccco1	-5	2.2	0.4	-2	-4	-35	6	0.3	-3	-1.4	8
54	COC(=O)C1=C(Nc2ccc(OC)cc2)C=C(C)C(C(=O)OC)C1c1ccc(C)cc1 (stereo not drawn)	-5	4.2	-2.8	16	10	10	4	3.3	4	1.6	-10
55	CCOc1ccccc1N(CC(=O)N/N=C(\C)c1cccc(Br)c1)S(C)(=O)=O	3	3.6	2.0	-10	0	-20	-27	1.2	-1	1.8	4
56	Cc1ccsc1-c1cc(C(=O)O)c2c(ccc3ccccc32)n1	10	-2.6	-2.4	12	5	-9	27	2.6	-5	-1.9	-4
57	COc1ccc(S(=O)(=O)N2CCCCC2)cc1NC(=O)CSc1ncnc2ccccc12	-7	2.4	-1.2	8	-2	3	0	2.1	-5	1.0	3
58	O=C(NN=Cc1cccc2ccccc12)C1CC1	8	3.4	-0.8	4	12	2	x	x	2	x	x
59	CCOC(=O)N1CCN(c2c(N3CCN(c4ccccc4F)CC3)c(=O)c2=O)CC1	6	2.0	-1.5	8	2	-12	-7	-0.1	15	-2.1	4
60	Nc1nnc(Sc2ccc(Cl)cc2[N+](=O)[O-])s1	0	4.1	3.2	-23	3	-24	23	1.5	3	-0.1	i
61	C=CCn1c(SCCCC)nc(O)cc1=O	-3&5	4.3&1.6	-1.6&-2.4	9&12	-1&5	-3&6	22&16	-0.9&-1.3	-6&-5	-0.1&-0.2	20&12
62	CCOc1cccc(N2C(=O)CC(N3CCN(c4nc5ccccc5s4)CC3)C2=O)c1 (stereo not drawn)	1	1.2	-0.4	2	7	-20	-69	-1.1	-1	-3.1	6
63	COc1ccc(-c2nsc3c(N4CCCCC4)ncnc23)cc1	-15	-1.1	0.4	-2	2	-12	x	2.9	6	-0.1	-18
